Bioassay records as filed in PubChem.
Rv3671c protease – Rv3671c (M. tuberculosis) protease inhibition; inhibition, % at 5.96 µM; hit rate 0.048% among 320,000; in the data active = inhibition above about 38%;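 also: extracellular domain of Rv3671c used as enzyme; 0% = enzyme with DMSO and 100% = no enzyme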
SSB-PriA inh – K. pneumoniae PriA-SSBct interaction inhibition; AlphaScreen SSBct-PriA binding, biotinylated peptide; inhibition, % at 33 µM; hit rate 0.6% among 430,000; in the data active = inhibition mostly above about 37%, no sharp cut-off; inactive = mostly below about 20%;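 also: plate controls were negative control peptide for no effect and reference peptide for full effect; strong numbers were not always called active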
CCHFV vOTU inh – blocks the CCHF virus ovarian tumor domain protease; CCHFV vOTU protease, Pep-AMC fluorescence; inhibition, % at 11.5 µM; hit rate 0.55% among 370,000; AID 651958; in the data active = inhibition above about 30%; also: 0% = vehicle wells with enzyme and 100% = no enzyme wells
MazEF act – activators of E. coli MazEF toxin-antitoxin RNase; P0AE70; hit rate 0.32% among 350,000; activation, % at 20 µM; FAM/BHQ RNA-DNA oligo cleavage fluorescence, 5 h; in the data active = activation above about 50%
Target sequence (P0AE70 whole entry, looked up): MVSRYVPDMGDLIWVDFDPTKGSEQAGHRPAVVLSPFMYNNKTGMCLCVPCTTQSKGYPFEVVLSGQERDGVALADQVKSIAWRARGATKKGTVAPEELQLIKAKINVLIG
SARS 3CLpro inh – SARS-CoV 3CLpro protease inhibition; inhibition, % at 6 µM; recombinant SARS-CoV 3CLpro, quenched FRET peptide cleavage; P0C6X7; hit rate 0.14% among 290,000; in the data active = inhibition above about 12%
BoNT F protease – inhibitors of Botulinum neurotoxin F light chain protease; Multiplex microsphere protease cleavage assay, flow cytometry; hit rate 0.22% among 360,000; inhibition, % at 10 µM; in the data active = inhibition above about 35%, passing the limit was not always enough; inconclusive = no clear call, values can overlap the other calls; also: plate controls were buffer without enzyme for full effect and enzyme alone for no effect
Anthrax LF inh2 – anthrax lethal factor protease inhibition; multiplex microsphere protease cleavage assay, LF; inhibition, % at 10 µM; hit rate 0.12% among 360,000; AID 588501; also: plate controls were buffer without enzyme for full effect and enzyme alone for no effect
Target sequence (P15917 whole entry, looked up): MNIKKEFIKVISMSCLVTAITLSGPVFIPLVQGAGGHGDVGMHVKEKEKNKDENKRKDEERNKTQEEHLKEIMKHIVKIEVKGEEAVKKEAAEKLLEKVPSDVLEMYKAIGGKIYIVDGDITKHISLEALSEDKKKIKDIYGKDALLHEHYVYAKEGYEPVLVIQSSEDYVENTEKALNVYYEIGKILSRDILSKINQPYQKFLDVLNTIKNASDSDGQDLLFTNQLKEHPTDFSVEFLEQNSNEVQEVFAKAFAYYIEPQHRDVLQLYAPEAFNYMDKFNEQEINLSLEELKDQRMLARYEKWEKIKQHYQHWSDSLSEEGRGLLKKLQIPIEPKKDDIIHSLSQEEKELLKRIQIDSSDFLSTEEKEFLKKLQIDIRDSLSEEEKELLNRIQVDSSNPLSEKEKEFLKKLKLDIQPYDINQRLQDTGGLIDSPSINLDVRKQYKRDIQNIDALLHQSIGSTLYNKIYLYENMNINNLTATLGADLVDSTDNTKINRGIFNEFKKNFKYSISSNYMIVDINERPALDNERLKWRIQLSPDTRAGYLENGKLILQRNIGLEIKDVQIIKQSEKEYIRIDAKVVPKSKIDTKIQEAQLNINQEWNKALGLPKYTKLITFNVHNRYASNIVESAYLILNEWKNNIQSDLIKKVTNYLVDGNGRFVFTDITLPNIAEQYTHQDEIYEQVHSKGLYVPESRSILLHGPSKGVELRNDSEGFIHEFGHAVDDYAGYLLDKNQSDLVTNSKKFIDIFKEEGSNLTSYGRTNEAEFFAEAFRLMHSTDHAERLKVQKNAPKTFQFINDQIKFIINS
BoNT-A LC inh2 – blocks Botulinum neurotoxin A light chain protease. multiplex microsphere protease substrate cleavage, flow cytometry. hit rate 0.17% among 360,000. inhibition, % at 10 µM; also: plate controls were buffer without enzyme for full effect and enzyme alone for no effect
VHR inh abs – DUSP3 (human) phosphatase inhibition; recombinant VHR phosphatase, pNPP absorbance; inhibition, % at 13.3 µM; P51452; hit rate 0.52% among 290,000; in the data active = inhibition above about 50%; also: some compounds called inactive have numbers as strong as hits
PrPC TRFRET – reduces human prion protein on the cell surface. cell surface PrPC, TR-FRET read-out. inhibition, % at 13.8 µM. hit rate 0.43% among 370,000. AID 720596; in the data active = inhibition above about 24%; also: 0% = median of the test wells and 100% = reference compound wells
The depositor's hits bear a star; i = inactive; ? = inconclusive; . = no result given; + = active, no number. Rule as the data show it, unless noted: active = inhibition above about 30%; inconclusive = no clear call, values can overlap the other calls; inactive = below that. An excerpt. The share of hits here may be higher or lower than overall.

Under each structure: Rv3671c protease	SSB-PriA inh	CCHFV vOTU inh	MazEF act	SARS 3CLpro inh	BoNT F protease	Anthrax LF inh2	BoNT-A LC inh2	VHR inh abs	PrPC TRFRET
- COCCCNC(=O)CC(C)c1ccccc1 (centres undefined)
→ 0	11	-14	0	-7	-7	-2	-0.7	2	4
- Cc1ccc2nc(-c3ccc(C#N)cc3)c(Cc3cccc(Cl)c3)n2c1
→ .	.	-1	.	.	7	-7	0.8	.	2
- Oc1ccc(CNCC2COc3ccccc3O2)cc1 (centres undefined)
→ 4	5	5	-17	1	-8	7	-0.6	-12	4
- CCCn1c(Nc2ccccc2)nc2ccccc21
→ -1	-5	11	6	6	-18	0	-0.9	-2	0
- CCCNC(=O)C1(O)c2cc(Br)ccc2NC(=O)N1c1ccc(Cl)cc1 (centres undefined)
→ -14	-5	-6	1	-7	16	3	-1.4	.	-6
- O=C(Nc1ccc(Oc2cccnc2)cc1)c1ccccc1Cl
→ -13	-7	0	5	-1	-2	-1	0.1	5	10
- CCCCCCSc1nnc(-c2cnn(-c3ccccc3)c2-n2cccc2)n1C
→ -3	3	26	-2	-2	-9	0	-0.2	-6	7
- COc1ccccc1NS(=O)(=O)c1ccc(O)cc1
→ 5	-5	5	3	-3	7	-2	0.0	23	6
- CN(C)c1nc(OCCNC(=O)COc2ccc(Cl)cc2Cl)nc(N(C)C)n1
→ -2	-1	-5	0	8	0	-2	-0.2	-20	4
- Cc1ccc(-c2nn3nnnc3c3ccccc23)cc1
→ -12	8	10	-1	2	-8	2	-0.2	19	-2
- CCN(c1cccc(C)c1)S(=O)(=O)c1csc(C(N)=O)c1
→ -13	-3	-15	-1	-2	-2	-7	-3.0	14	6
- O=C(Cc1ccccc1)NCCSC1CCCCC1
→ -7	-10	0	4	2	1	2	0.7	-15	10
- COc1ccc(NC(=O)C2CC(=O)N(CCc3ccc(Cl)cc3)C2)cc1 (centres undefined)
→ -3	3	15	4	0	-4	-1	-2.2	14	-1
- O=C1N=C(N2CCCC2)S/C1=C\c1cccc(Br)c1
→ -3	-6	9	-8	-4	-6	-1	-0.4	-2	-16
- O=C(NCC(=O)N1CCCC(C(F)(F)F)C1)c1ccc2ccccc2c1 (centres undefined)
→ 5	-15	1	3	.	5	-2	-1.4	.	-7
- CN1CCc2nc(SCC(=O)Nc3cccc(F)c3)c(C#N)c(-c3cccs3)c2C1
→ 4	14	-11	14	1	-112	-27	3.8	37	-16
- CCOCCCNS(=O)(=O)c1cc(Br)cc2c1N(C(=O)C1CC1)CC2
→ 8	-6	-3	5	-1	6	9	1.2	0	-1
- O=C(NCCN1CCOCC1)Nc1ccc(F)cc1
→ 2	-2	7	4	1	-8	-6	-1.6	1	6
- COc1ccccc1C1C(C#N)=C(N)N(c2cccnc2)C2=C1C(=O)CC(C)(C)C2 (centres undefined)
→ 0	-6	-13	8	0	-3	-6	0.7	8	-5
- COc1ccc(CCNC(=O)COc2ccc(S(=O)(=O)NC3CCCCC3)cc2Cl)cc1OC
→ 2	0	-2	1	3	-1	0	0.2	10	5
- COc1ccc(C2c3ccc(O)cc3Oc3ncn4nc(-c5ccco5)nc4c32)cc1OC (centres undefined)
→ -12	-2	17	11	-3	-4	2	-0.9	-1	7
- COc1cc2c(=O)[nH]c3cc([N+](=O)[O-])ccc3c2cc1[N+](=O)[O-]
→ .	.	12	1	.	2	3	0.1	.	-17
- CCc1nn(-c2ccccc2)c2c1-c1cc(OC)c(OC)cc1C1(N2)C(=O)Nc2ccccc21 (centres undefined)
→ -2	13	-3	-3	-5	-4	4	1.0	16	8
- Cn1c(CNC(=O)c2ccc(Cl)cc2)nnc1SCC(=O)N1CCOCC1
→ 8	-5	-4	-8	0	11	2	1.3	24	1
- CCOC(=O)C(NS(=O)(=O)c1ccc(C)cc1)(C(F)(F)F)P(=O)(OCC(C)C)OCC(C)C (centres undefined)
→ -6	-23	-9	-9	0	-25	-1	-0.7	-7	-4
- COC(=O)c1ccc(/C=N\NC(=O)c2ccc(C)cc2Cl)cc1
→ 7	.	5	3	-4	-10	-12	1.9	14	7
- Cc1cccc(N2C(=O)NC(=O)/C(=C\c3ccc4c(c3)CCCN4Cc3ccccc3)C2=O)c1
→ -11	-20	11	-144	4	-9	1	0.4	-4	7
- Cc1cc2nc3c(=O)n(Cc4ccccc4)c(=O)[nH]c3nc2cc1N
→ 21	5	-1	i	-11	.	.	.	3	-11
- COc1ccc(N2C(=O)C3CCCN3C2c2cccc(C)c2)cc1 (centres undefined)
→ 4	8	-9	3	1	-4	-9	-0.8	19	2
- COc1ccc(CCNC(=O)c2cc(=O)[nH]c3ccccc23)cc1
→ -1	-3	7	8	-3	-5	-2	-1.3	-10	0
- CCCCCC(=O)Nc1cccc(C2=NOC3(C2)C[C@H](C(N)=O)N(C(=O)CCCCC)C3)c1 (some centres undefined)
→ 13	0	5	7	.	-2	-11	-0.1	11	2
- COc1ccc(C2C(C(=O)Nc3cccnc3)=C(C)Nc3nc(-c4cccs4)nn32)cc1 (centres undefined)
→ -5	-1	9	2	-4	-2	-2	-0.3	9	-4
- COc1cccc(C(=O)N2CCCC(CCC(=O)NCc3ccc(F)c(F)c3)C2)c1 (centres undefined)
→ 1	-4	5	-5	-4	-3	-2	-1.0	36	2
- Cn1c(C(=O)N2CCN(c3ccccn3)CC2)cc2ccccc21
→ -2	7	4	1	0	?	-18	-4.1	-1	1
- C=C1C2[C@H](OC(C)=O)[C@@H]3CC(=O)[C@]4(C)OC[C@@]3(C)[C@@]4(O)[C@@H](OC(C)=O)[C@H](OC(C)=O)[C@@]2(COC(=O)c2ccccc2)[C@@H](OC(C)=O)C[C@@H]1O (some centres undefined)
→ 7	-4	-3	4	-3	8	-6	-0.3	29	-4
- COC(=O)CN=Cc1c(C)[nH]n(-c2ccccc2)c1=O
→ 0	8	5	-3	-5	-4	0	-1.2	6	3
- CCOC(=O)C1CCCN(C(=O)c2cccc(S(=O)(=O)N(Cc3ccccc3)c3ccccc3OC)c2)C1 (centres undefined)
→ 3	-4	36*	2	.	5	4	3.4	.	3
- O=C(Cn1nc(Br)nc1Br)c1ccccc1
→ -11	5	2	6	2	-12	-7	-1.1	7	-4
- CC(C)CC1C(=O)N(Cc2cn(CC3CCCCC3)nn2)CCS(=O)(=O)N1Cc1ccc(-c2ccncc2)cc1 (centres undefined)
→ .	.	2	0	.	-4	-4	-0.3	.	-2
- COc1cccc2c(N/N=C/c3ccccc3)cc(C)nc12
→ 5	.	-16	4	2	-20	-5	-4.0	7	-1
- CC(NC(=S)NCc1ccccc1)C12CC3CC(CC(C3)C1)C2 (centres undefined)
→ 4	-10	4	-6	6	-3	0	-0.6	15	3
- Cc1ccc(NS(=O)(=O)c2ccc(N/N=C/c3ccccc3OCC(=O)O)c([N+](=O)[O-])c2)c(C)c1
→ 21	+	49*	-11	10	-8	-14	-0.8	0	-7
- COc1ccc(-c2ccc(Nc3ccc(S(=O)(=O)N4CCCC4)cc3)nn2)cc1OC
→ -31	13	6	9	-4	1	-3	2.2	27	-5
- CCc1ccc(NC(=O)CCS(=O)(=O)c2cccc3nsnc23)cc1
→ 4	10	12	10	1	6	-8	2.1	4	-36
- CC(=O)Nc1ccc(CN2CCCCCC2)cc1
→ 3	-33	2	14	1	.	.	.	-12	-3
- Cc1cccc(-c2noc(CCC(=O)N3CCN(c4cc(C)ccc4C)CC3)n2)c1
→ .	-7	12	6	.	-2	0	-0.1	.	-3
- Cc1ccc(O/C=C2\OC(=O)c3ccccc32)cc1
→ -4	0	-14	-13	-3	9	1	0.0	3	9
- COCCNC(=O)CN(c1cc(Cl)ccc1OC)S(C)(=O)=O
→ -2	-3	5	1	-3	8	-1	0.9	13	-4
- C=CCOC(=O)C1=C[C@H](c2csc3ccccc23)[C@@H](CCCO)[C@H](OCC)O1
→ 3	0	21	1	6	-6	-1	-0.7	7	7
- COc1ccc(C=Nc2ccc3[nH]ncc3c2)c(O)c1
→ -5	1	-23	10	0	0	2	-2.0	23	-2

(list continues)
Under each structure: Rv3671c protease	SSB-PriA inh	CCHFV vOTU inh	MazEF act	SARS 3CLpro inh	BoNT F protease	Anthrax LF inh2	BoNT-A LC inh2	VHR inh abs	PrPC TRFRET
- CCN(CC)S(=O)(=O)c1ccc(C(=O)NCc2ccc3[nH]c4c(c3c2)CCCC4)cc1
→ 6	-4	0	7	4	-14	-2	0.0	0	-9
- CCC(C)NC(=O)C1c2ccccc2C(=O)N1Cc1ccccc1OC (centres undefined)
→ 1	-15	-3	3	-3	-1	-8	0.2	7	10
- COc1ccc(N(C(=O)c2snc(C(N)=O)c2N)C(C(=O)NC2CCCC2)c2ccc(OC)c(OC)c2)cc1 (centres undefined)
→ -5	-3	1	0	-1	13	18	3.0	31	-5
- COc1cc(/C=C2\SC(=S)N(NC(=O)c3cccnc3)C2=O)ccc1O
→ -101	-6	15	-144	2	1	-1	0.5	-16	-19
- Cc1ccccc1N1CCN(CCC(=O)Nc2ccc(F)cc2)CC1
→ -4	3	-17	2	-9	?	-11	1.4	22	-1
- O=[N+]([O-])c1cccc(/C=N/NS(=O)(=O)c2ccccc2)c1
→ -4	.	-3	5	1	-6	-8	0.5	13	0
- Cc1ccc(OCc2nnc(SCC(=O)c3ccccc3)n2Cc2ccco2)cc1
→ 3	1	11	-3	1	0	-3	-0.3	14	1
- CCn1cc(/C=N/N=C2\CCC3C4CCc5cc(O)ccc5C4CC[C@]23C)c(C)n1 (some centres undefined)
→ -8	.	9	-4	0	-18	-3	-0.7	-2	-4
- Cc1ccccc1C(=O)N1CC(=O)Nc2ccc(F)cc2C1c1ccc(F)cc1 (centres undefined)
→ 2	-7	9	4	3	19	-1	-0.8	-8	-8
- Cc1nc(-c2ccc(C(=O)N3CCCC3)cc2)cs1
→ -14	-10	11	5	0	-7	2	0.6	-8	-2
- CO[C@@]1(NC(=O)CSCC#N)C(=O)N2C(C(=O)O)=C(CSc3nnnn3C)CS[C@@H]21
→ 2	-3	2	-2	0	-15	-6	-1.2	5	2
- Oc1[nH]c2ccc(Br)cc2c1N=Nc1ccc(F)cc1
→ -1	5	-2	564*	-3	?	18	-0.7	3	-6
- Cc1ccc(NC(=O)CCNC(=O)c2ccccc2Cl)cc1S(=O)(=O)N1CCOCC1
→ -7	-7	-4	4	.	2	-4	-0.1	.	6
- CC(C)(C)c1ccc(-c2nnc(SCC(=O)c3ccc4c(c3)OCCO4)o2)cc1
→ -2	-11	10	0	-2	0	-5	-0.3	15	2
- COc1ccccc1CNC(=O)CN1C(=O)COc2ccc(S(=O)(=O)NC3CCCC3)cc21
→ 7	-9	4	6	0	5	-5	-1.4	18	1
- CCC(CC)C(=O)Nc1ccc(Nc2ccccc2)cc1
→ -15	5	-6	-5	-1	-4	-3	-0.8	-1	4
- CN(C)c1nc(SCC#N)nc(N(C)C)n1
→ 4	-19	-1	1	4	-3	-18	1.4	13	-2
- Cc1cc(C(=O)CSc2nc3ccccc3[nH]2)c(C)n1Cc1ccco1
→ -6	11	-6	7	2	-7	-3	-0.9	6	16
- COc1ccc(C(CC(=O)O)NC(=O)c2ccccc2)cc1OC (centres undefined)
→ 6	-1	13	-4	-6	-18	-3	-1.0	32	9
- COc1cccc(N2C(=O)Nc3ccccc3C2(O)C(=O)NCc2ccc3c(c2)OCO3)c1 (centres undefined)
→ 1	12	10	-2	3	4	-2	0.3	12	0
- O=C1N(c2ccccc2)C(c2ccccc2)C12CCCCC2 (centres undefined)
→ .	-22	-2	-3	.	0	-8	0.0	.	-5

Just Rv3671c protease and PrPC TRFRET (three entries from above):
Molecule | Rv3671c protease | PrPC TRFRET
Cc1ccc(NC(=O)CCNC(=O)c2ccccc2Cl)cc1S(=O)(=O)N1CCOCC1 | -7 | 6
CC(C)(C)c1ccc(-c2nnc(SCC(=O)c3ccc4c(c3)OCCO4)o2)cc1 | -2 | 2
COc1ccccc1CNC(=O)CN1C(=O)COc2ccc(S(=O)(=O)NC3CCCC3)cc21 | 7 | 1
